NPSR antagonist – neuropeptide S receptor (human) antagonism, cAMP | CHO-NPSR cells, cAMP TR-FRET, antagonist mode | Potency, µM (titrated, usually from 38.3 µM), inactives show top-dose activity change, negative = inhibition, usual class: inhibitors | AID 1461 | Q6W5P4 | 220,000 tested, 1% active; note: potency is the fitted concentration of half-maximal effect; % is set by controls: 0 for no effect and ±100 for the full control effect; nearly all actives have a fitted effect of over 50% in size; many of its hits are not listed in these tables
Target sequence (Q6W5P4 whole entry, looked up): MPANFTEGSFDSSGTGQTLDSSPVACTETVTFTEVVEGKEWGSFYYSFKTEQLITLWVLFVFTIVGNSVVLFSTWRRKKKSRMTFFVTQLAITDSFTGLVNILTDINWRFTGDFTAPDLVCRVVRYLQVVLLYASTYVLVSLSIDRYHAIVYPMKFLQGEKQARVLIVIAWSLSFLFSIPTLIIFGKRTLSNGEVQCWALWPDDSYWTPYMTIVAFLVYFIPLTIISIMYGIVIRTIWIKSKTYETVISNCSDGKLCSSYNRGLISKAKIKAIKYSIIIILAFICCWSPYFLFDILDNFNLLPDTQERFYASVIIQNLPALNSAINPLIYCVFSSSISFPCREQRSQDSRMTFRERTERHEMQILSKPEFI
IMPase Li inh – IMPase inhibition in cells with lithium potentiation; CHO-M1 cells, IP1 TR-FRET (IP-One), carbachol + lithium; Potency, µM (series often up to 59.4 µM), inactives show at the highest dose activity, negative = IMPase inhibition, actives largely listed as inhibitors; 210,000 tested, 0.35% active;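 note: IP1 builds up when IMPase is blocked and the TR-FRET signal falls; potency is the fitted concentration of half-maximal effect; plate controls were basal vehicle for no effect and high inhibitor control for full effect; nearly all actives have a fitted effect of over 50% in size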
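CHO cells stably expressing M1 receptor (2000/well) were cultured 16–30 h, then exposed to compounds with a small lithium addition for 30 min at 37C. IP1 was measured by TR-FRET competition; AC50 from Hill fits.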
LMNA splice mod – modulators of lamin A splicing | HeLa LMNA splicing GFP/RFP minigene ratio, 48 h | Potency, µM (series often up to 46.1 µM), for the others: at the highest dose ratio change, negative = inhibition, hits mostly inhibitors | 200,000 tested, 0.01% active | AID 1487; active = well fitted inhibition curve with a large enough effect in the signal ratio, with a control signal flat, not every such curve was filed as active; inconclusive = small, poorly fitted or top-dose-only effect, or effect the other way, or a change in a side signal; the % refers to the signal ratio; note: potency is the fitted concentration of half-maximal effect; % is set by controls: 0 for no effect and ±100 for the full control effect
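S3 HeLa cells stably expressing lamin A-EGFP splicing minigene plus DsRed2, 600 cells/well, 48 h compound exposure at 37C. Laser-scanning cytometry; analysed as GFP (500-530 nm)/RFP (575-640 nm) total intensity ratio; 0.5% DMSO vehicle.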
Luc counter – counter-screen: inhibitors of Kinase-Glo firefly luciferase; Potency, µM (titrated, usually from 38.3 µM), inactives show at the top dose activity change, negative = inhibition, hits mostly inhibitors; Kinase-Glo luciferase, ATP luminescence, 8 min; 200,000 tested, 0.28% active; Q27757; note: potency is the fitted concentration of half-maximal effect; % is set by controls: 0 for no effect and ±100 for the full control effect; nearly all actives have a fitted effect of over 60% in size
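Compound is pinned into ATP-containing buffer (10 uM ATP, imidazole pH 7.2, 7 mM MgCl2). Kinase-Glo luciferase reagent is then added. Light output is recorded following an 8-min room-temperature incubation.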
CBFb-RUNX1 inh – inhibitors of human CBF-beta and RUNX1 interaction. Q01196+Q13951. AlphaScreen CBFb-His/RUNX1-biotin binding, biochemical. Potency, µM (titrated, usually from 59.8 µM), for inactives: at the top dose activity, negative = inhibition, hits mostly inhibitors. 230,000 tested, under 10 active. AID 1477; note: % of control where 0% means no effect
Target sequence (Q01196 whole entry, looked up): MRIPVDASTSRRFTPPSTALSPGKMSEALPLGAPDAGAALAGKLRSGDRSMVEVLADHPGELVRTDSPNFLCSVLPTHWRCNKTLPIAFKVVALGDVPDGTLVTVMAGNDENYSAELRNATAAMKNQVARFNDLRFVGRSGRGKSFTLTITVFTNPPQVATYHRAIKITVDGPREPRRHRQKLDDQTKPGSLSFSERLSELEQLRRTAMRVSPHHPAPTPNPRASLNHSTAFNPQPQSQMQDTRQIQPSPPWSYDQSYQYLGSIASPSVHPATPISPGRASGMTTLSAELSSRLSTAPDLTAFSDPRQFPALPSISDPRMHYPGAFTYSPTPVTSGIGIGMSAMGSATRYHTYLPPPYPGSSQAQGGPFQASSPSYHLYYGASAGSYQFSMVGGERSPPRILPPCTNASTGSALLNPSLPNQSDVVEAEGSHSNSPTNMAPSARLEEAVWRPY
Target sequence (Q13951 whole entry, looked up): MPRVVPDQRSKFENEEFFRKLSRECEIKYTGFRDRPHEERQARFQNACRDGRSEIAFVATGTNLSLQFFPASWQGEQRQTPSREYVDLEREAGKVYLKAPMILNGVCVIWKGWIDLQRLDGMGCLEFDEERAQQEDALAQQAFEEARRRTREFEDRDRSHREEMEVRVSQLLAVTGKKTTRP
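Inhibition was taken as any reduction in AlphaScreen signal from the CBF-beta–RUNX1 pair (His and biotin tags, 30 nM each), measured after compound (15 min) and bead (90 min) incubations at room temperature.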
Epigenetic derep – epigenetic control regulation, reporter derepression; murine LDR cells, GFP reporter derepression, 30 h; Potency, µM (series often up to 53.9 µM), inactives show at the top dose GFP activation, most hits filed as activators; 280,000 tested, 0.2% active; AID 1865; note: potency is the fitted concentration of half-maximal effect; % of control where 0% means no effect; nearly all actives have a fitted effect of over 60% in size
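GFP-positive cell count by laser-scanning cytometry (objects 20–120 um) after 30 h, 37 C compound exposure of murine LDR cells; reporter is CMV-GFP integrated at a silenced locus, inducible by HDAC or DNMT inhibitors.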
GLA spleen mod – inhibitors or activators of human alpha-galactosidase in spleen homogenate; P06280; human spleen homogenate, 4MU-alpha-Gal fluorescence, 40 min; Potency, µM (top dose mostly 80 µM), for inactives: at the top dose activity change, negative = inhibition, usual class: inhibitors; 240,000 tested, 0.008% active; AID 2107;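 note: potency is the fitted concentration of half-maximal effect; 0% = enzyme with vehicle and -100% = no enzyme basal signal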
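Fluorogenic readout (Ex 365/Em 440 nm) of 4-methylumbelliferone released from 1 mM 4-MU-alpha-galactoside by spleen homogenate, 40 min at 37C, pH 5.0. Data normalized to no-enzyme and enzyme controls; Hill-equation AC50 from compound titrations.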
An asterisk follows results filed as active; ? = inconclusive; · = no result given; [ ] = remark or other dose. Unless noted, calls come from the whole dose curve; as a rule, active = well fitted curve in the direction sought with a large enough effect; inconclusive = small, poorly fitted or top-dose-only effect, or another doubt; inactive = no such curve, though single readings can be large; an effect the other way counts as inactive or inconclusive. A portion of the library (hit frequency here may not be typical).

SMILES | NPSR antagonist | IMPase Li inh | LMNA splice mod | Luc counter | CBFb-RUNX1 inh | Epigenetic derep | GLA spleen mod
NC(=O)c1oc2ccc(Cl)cc2c1NC(=O)CN1CCOCC1 | -3%[46.1 µM] | 22%[38.3 µM] | -17% | -2% | 12% | -8.1% | -6%
O=C(O)c1cc(S(=O)(=O)N2CCCCCC2)c(Cl)cc1Cl | 5%[46.1 µM] | -19%[38.3 µM] | ? | -4% | 8% | -1.6% | -5%
CCOC(=O)C1CCN(Cc2cnc(Oc3ccc(N)cc3)s2)CC1 | 2%[46.1 µM] | 23%[38.3 µM] | 1% | 1% | 2% | 0.0% | 5%
CC1(C)CC(=O)C(C2C3=C(CC(C)(C)CC3=O)Oc3ccc4ccccc4c32)C(=O)C1 (centres undefined) | -17% | 2% | · | 2% | 5% | 2.2% | 4%
CC1(C)CC(NC(=O)c2ccccc2Cl)CC(C)(C)N1 | -2%[46.1 µM] | 7%[38.3 µM] | 3% | -1% | 3% | -11% | -2%
Cn1cccc1/C=C1\CCc2ccccc2C1=O | -22% | 0% | · | 10µM* | -23% | 8.1% | 0%
COc1ccc(N2CCN(C(=O)CN(c3ccc(Br)cc3)S(C)(=O)=O)CC2)cc1 | -5%[46.1 µM] | 11%[38.3 µM] | ? | 1% | -12% | -2.6% | -5%
COc1ccc(C2c3c(-c4ccccc4O)n[nH]c3C(=O)N2CCc2ccc(OC)c(OC)c2)cc1 (centres undefined) | -20%[46.1 µM] | 38%[activator][38.3 µM] | -28% | -4% | -18% | 0.0% | -6%
COc1ccc(NC(=O)CCN2C(=O)C3C4CCC(C4)C3C2=O)cc1 (centres undefined) | 11% | -8% | 11% | 2% | 6% | -0.9% | -8%
C#CCNC(=O)C1=C[C@H](C)[C@@H](CCCO)[C@H](OCC)O1 | -6% | 0% | · | · | 10% | -0.2% | 0%
COc1ccc(C(=O)NCc2nnc(SCC(=O)Nc3cccc(C(F)(F)F)c3)o2)cc1OC | -15%[46.1 µM] | -22%[38.3 µM] | 17% | 6% | 3% | 4.0% | 2%
COc1ccc(-c2nc(C)c(C(C)=O)n2O)cc1[N+](=O)[O-] | -11% | 3% | · | ? | 0% | 0.0% | -1%
COc1ccccc1CNc1ncncc1-c1ccoc1 | · | 11% | ? | 1% | · | 1.3% | ?
COCc1nnc(NS(=O)(=O)c2ccc(Br)cc2)s1 | -5%[46.1 µM] | 12%[38.3 µM] | -5% | 2% | 3% | -2.1% | 14%
c1ccc(CNc2ncncc2-c2ccoc2)cc1 | · | -3% | ? | · | · | · | -3%
CCC(C)(C)n1nnnc1C(c1ccccn1)N1CCN(c2cccc(OC)c2)CC1 (centres undefined) | -5%[46.1 µM] | 2% | -3% | 7% | 7% | 0.0% | 0%
COCCn1c(COc2ccc(C)cc2)nc2ccccc21 | -5%[46.1 µM] | 2%[38.3 µM] | 1% | -16% | 1% | -1.4% | 3%
O=C(COC(=O)CCC1CCCCC1)Nc1ccc(OC(F)F)cc1 | 0%[46.1 µM] | 18%[38.3 µM] | 2% | -3% | 17% | 2.1% | 0%
CN(c1ccccc1)S(=O)(=O)c1ccc(C(=O)Nc2nnc(-c3ccco3)o2)cc1 | -28% | ? | ? | 5% | -19% | -6.2% | -2%
CC1=NN(c2ccccc2)C(=O)/C1=C/c1c(O)n(-c2ccc(F)c(Cl)c2)[nH]c1=O | -39% | 4% | ? | -2% | -25% | 0.9% | 0%
Cc1c(CN2CCCCC2C)c(=O)n(-c2ccccc2)n1C (centres undefined) | 14%[46.1 µM] | 31%[activator][38.3 µM] | -8% | 6% | 7% | 1.0% | -10%
O=C(CNS(=O)(=O)c1ccccc1)NCC(=O)OCc1ccccc1F | 1% | -3% | -2% | 0% | 7% | -2.4% | 8%
COc1ccc(/C=N/NC(=O)c2ccc(CSc3nncn3C)cc2)cc1OC | 10% | -1% | 3%[46 µM] | 0% | -4% | -0.3% | 4%
O=C1CC(N2CCN(c3ccc(F)cc3)CC2)C(=O)N1c1ccccc1 (centres undefined) | 19% | -7% | ? | 1% | 6% | -2.9% | 8%

Compound profiles, as listed above. Screens in order: NPSR antagonist | IMPase Li inh | LMNA splice mod | Luc counter | CBFb-RUNX1 inh | Epigenetic derep | GLA spleen mod
c1ccc(CNc2ncncc2-c2ccoc2)cc1 is listed as · | -3% | ? | · | · | · | -3%
COCc1nnc(NS(=O)(=O)c2ccc(Br)cc2)s1 is listed as -5%[46.1 µM] | 12%[38.3 µM] | -5% | 2% | 3% | -2.1% | 14%
CN(c1ccccc1)S(=O)(=O)c1ccc(C(=O)Nc2nnc(-c3ccco3)o2)cc1 is listed as -28% | ? | ? | 5% | -19% | -6.2% | -2%
O=C(CNS(=O)(=O)c1ccccc1)NCC(=O)OCc1ccccc1F is listed as 1% | -3% | -2% | 0% | 7% | -2.4% | 8%
COCCn1c(COc2ccc(C)cc2)nc2ccccc21 is listed as -5%[46.1 µM] | 2%[38.3 µM] | 1% | -16% | 1% | -1.4% | 3%

(further entries)
SMILES | NPSR antagonist | IMPase Li inh | LMNA splice mod | Luc counter | CBFb-RUNX1 inh | Epigenetic derep | GLA spleen mod
COC(=O)CC1C(=O)NCCN1C(=O)CSc1nc2cc(Cl)ccc2o1 (centres undefined) | 4% | 0% | -13%[46 µM] | -1% | 5% | -1.5% | 2%
Nc1ncc(CCN2CCOCC2)c(-c2ccc(F)cc2)n1 | -14% | 6% | · | 2% | 8% | 0.5% | 4%
COc1ccc([C@@H]2OC2(C(N)=O)C(N)=O)cc1 | -4% | · | · | · | 5% | -1.0% | -4%
O=C1c2cccnc2C(Nc2ccc(S(=O)(=O)N3CCCCC3)cc2)N1Cc1ccccc1 (centres undefined) | -11%[46.1 µM] | 5%[38.3 µM] | 2% | -6% | 1% | -1.1% | 5%
COCCN(C(=O)CSc1nnc(C)n1Cc1ccccc1)c1c(N)n(Cc2ccccc2)c(=O)[nH]c1=O | 5% | 4% | 2%[9.22 µM] | -1% | 0% | -9.1% | 3%
C=CCC(C)(O)c1cccs1 (centres undefined) | · | 7% | · | 1% | 0% | 0.0% | -3%
CCC/C(=N\NC(=O)c1ccc(CSc2nncn2C)cc1)c1ccccc1 | 18% | -1% | ? | -1% | 0% | 0.0% | -3%
CCC(c1nnnn1Cc1ccc(F)cc1)N1CCN(C)CC1 (centres undefined) | 11% | 9% | 14%[46 µM] | 2% | 2% | 0.2% | 1%
CSc1nc2ccc(Br)cc2[nH]1 | 16% | 0% | ? | -7% | 7% | -3.4% | -10%
COc1ccccc1-c1nnc(SCCN2CCOCC2)n1-c1ccc(C)cc1 | -7%[46.1 µM] | -2%[38.3 µM] | 6% | 11% | -1% | -0.7% | 1%
CCN(CC)S(=O)(=O)c1cccc(C(=O)Nc2ccccc2)c1 | -17%[46.1 µM] | 4%[38.3 µM] | ? | 3% | 3% | 0.5% | 2%
COc1cc([N+](=O)[O-])ccc1NC(=O)C[n+]1ccccc1C | 2%[46.1 µM] | 23%[38.3 µM] | 3% | 0% | 2% | 1.0% | -17%
COc1ccccc1CC1S/C(=N/N=C/c2ccco2)NC1=O (centres undefined) | -31% | 7% | ? | -1% | -1% | 0.0% | -3%
NS(=O)(=O)c1ccc(NC(=S)NC(=O)c2cccc(Br)c2)cc1 | -7% | 11% | -18%[46 µM] | 2% | -5% | -2.2% | 2%
CC(C)(C)NC(=O)Cn1ccc(=N)c2ccccc21 | 11%[46.1 µM] | 17%[38.3 µM] | 13% | 1% | 1% | -10% | 2%
C=NCc1cc2c(OC[C@@H](O)CNC(C)(C)C)cccc2[nH]1 | · | -26% | · | · | 15% | 3.2% | 6%
S=c1[nH]nc(-c2cc(-c3ccccc3)n[nH]2)n1/N=C/C=C/c1ccccc1 | 12% | · | · | · | -9% | 9.5% | -9%
Cc1cc(NC2C3CC4CC(C3)CC2C4)n2nnnc2n1 (centres undefined) | -3%[7.67 µM] | ? | 0% | -5% | 1% | -6.0% | 9%
c1ccc(-c2nnc(N3CCN(c4ccccc4)CC3)nc2-c2ccccc2)cc1 | ? | · | · | · | 9% | 0.0% | -10%
CC1CC(CCC(=O)NC(=S)Nc2ccc(Cl)cn2)C(=O)O1 (centres undefined) | -7% | 3% | · | 1% | 11% | -2.6% | -2%
COCc1nn2c(N)c(C#N)cnc2c1-c1ccccc1 | 2%[46.1 µM] | -7%[38.3 µM] | ? | 1% | 10% | -2.1% | 1%
O=C(C1=C[C@@H](c2ccccc2)C[C@@H](OCc2ccc(CO)cc2)O1)N1CCCCCCC1 | ? | 15% | · | · | -9% | 3.0% | -15%
COCCNC(=O)c1c(CSc2ccccc2)noc1C(=O)NCc1ccccc1 | -1% | · | · | · | -1% | 0.5% | -4%
Cc1nn(C)c(C)c1CCC(=O)O | -25% | -7% | · | -8% | -3% | 7.4% | 1%
COc1cccc(CNC(=O)CN(C)S(=O)(=O)c2cccc3cccnc23)c1 | 33% | · | · | · | 6% | 0.7% | -3%
CC1CCCC(NC(=O)c2ccc3c(=O)n(CC4CCCO4)c(=O)[nH]c3c2)C1C (centres undefined) | -1%[46.1 µM] | -3%[38.3 µM] | 11% | -3% | 2% | -0.2% | 6%
S=C(NCc1ccc(Cl)cc1Cl)NC1CCCCC1 | -40% | 19% | ? | -5% | -14% | 2.0% | 8%
c1ccc(-c2ccc(OCCCNC3CCCC3)cc2)cc1 | -3% | 7% | · | -4% | 4% | -1.1% | -12%
CN(C)[C@@H](CO)c1nnc([C@H](CCC(=O)O)NC(=O)C2CCNCC2)o1 | -28% | 0% | · | · | 4% | -0.7% | -7%
COc1ccc(C(=O)CNc2ccc(C)cc2C)cc1 | 7% | · | · | · | -3% | -1.8% | 5%
Cc1ccnc2nc(C(=O)Nc3cc(Cl)ccc3N3CCOCC3)nn12 | -3%[46.1 µM] | 16%[38.3 µM] | 5% | 5% | 0% | -1.1% | 1%
CCCCSc1nnc2c(n1)[nH]c1ccccc12 | 0%[46.1 µM] | 21%[38.3 µM] | -7% | 0% | 5% | -1.0% | 0%
O=C1c2ccccc2C(Nc2ccc(S(=O)(=O)N3CCCCCC3)cc2)N1Cc1ccco1 (centres undefined) | -24%[46.1 µM] | 8%[38.3 µM] | ? | 0% | -9% | 3.0% | 4%
COC(=O)c1cc(OC)c(OC)cc1NC(=O)CSc1nnc(-c2cccnc2)n1C | -9% | 6% | -11% | 1% | 5% | 0.0% | 12%
